RXFP1 antag: qHTS Assay for Antagonists of the Relaxin Receptor RXFP1. 350,000 compounds, 0.59% hits. Relaxin receptor 1 (Homo sapiens), Q9HBX9. activity change, negative = inhibition, % at 57.5 µM. HEK293-RXFP1, relaxin-stimulated cAMP HTRF, 30 min; stronger effect = lower value;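 active = activity change of -60% or lower, but not beyond a set lower limit; inconclusive = change between -60% and -40%, or beyond the set limit; inactive = change above -40%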; note: % is set by controls: 0 for no effect and ±100 for the full control effect
D2 antag: HTS Assay for Allosteric Antagonists of the Human D2 Dopamine Receptor: Primary Screen for Antagonists. inhibition, % at 10 µM. 340,000 compounds, 2% hits. AID 485344, 2010. HEK293 TREx D2 cells, calcium flux, dopamine EC80; in the data active = inhibition above about 30%; note: 0% is about no effect
Target sequence (P14416 whole entry, looked up): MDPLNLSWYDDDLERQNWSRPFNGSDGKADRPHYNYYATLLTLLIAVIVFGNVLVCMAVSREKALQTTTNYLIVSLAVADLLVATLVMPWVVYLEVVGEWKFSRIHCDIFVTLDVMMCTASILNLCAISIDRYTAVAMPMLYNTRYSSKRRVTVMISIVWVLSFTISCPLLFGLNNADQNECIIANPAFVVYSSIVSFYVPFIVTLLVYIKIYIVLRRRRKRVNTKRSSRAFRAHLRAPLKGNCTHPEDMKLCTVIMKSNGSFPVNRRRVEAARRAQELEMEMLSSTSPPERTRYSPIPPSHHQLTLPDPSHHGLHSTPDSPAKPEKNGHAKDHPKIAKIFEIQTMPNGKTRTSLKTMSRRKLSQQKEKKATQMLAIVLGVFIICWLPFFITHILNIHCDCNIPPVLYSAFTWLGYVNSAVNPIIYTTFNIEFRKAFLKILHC
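Tetracycline-induced HEK293 TREx cells expressing D2 receptor forced-coupled to calcium signalling, loaded with no-wash calcium dye. Compounds added and calcium flux read 180 s, then dopamine added at EC80 and read a further 180 s.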
TRHR PAM: qHTS for Small Molecule Agonists and Allosteric Enhancers of Human TRH Receptor: Primary Screen for Enhancers; Thyrotropin-releasing hormone receptor (Homo sapiens), P34981; TRHR cells, fluo-8 calcium fluorescence, EC20 TRH enhancement; enhancement, % at 2 µM; 360,000 compounds, 0.66% hits; AID 493056, 2011; in the data active = enhancement above about 30%; note: 0% is about no effect
Target sequence (P34981 whole entry, looked up): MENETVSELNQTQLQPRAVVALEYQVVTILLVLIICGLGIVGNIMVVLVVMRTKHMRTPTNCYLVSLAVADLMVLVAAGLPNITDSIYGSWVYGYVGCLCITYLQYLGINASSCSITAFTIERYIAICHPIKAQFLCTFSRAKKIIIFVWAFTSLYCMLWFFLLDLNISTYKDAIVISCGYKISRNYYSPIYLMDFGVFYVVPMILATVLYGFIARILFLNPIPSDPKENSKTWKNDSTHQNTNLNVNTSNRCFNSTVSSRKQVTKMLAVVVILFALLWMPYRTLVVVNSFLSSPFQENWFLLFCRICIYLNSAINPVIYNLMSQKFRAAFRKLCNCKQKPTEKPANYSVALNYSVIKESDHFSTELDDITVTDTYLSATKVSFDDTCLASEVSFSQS
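TRHR-expressing cells loaded with fluo-8 calcium dye were read kinetically (ex 480/em 530) during compound addition, then stimulated with an EC20 of TRH (10 nM final). Enhancement of the Gq-mediated intracellular calcium response was scored.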
D1 ag: Allosteric Agonists of the Human D1 Dopamine Receptor: qHTS; HEK293 T-REx D1 cells, calcium flux, agonist mode; D(1A) dopamine receptor (Homo sapiens), P21728; AID 504660, 2011; 360,000 compounds, 1% hits; activation, % at 2 µM; in the data active = activation above about 30%; note: 0% is about no effect
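Inducible HEK293 T-REx D1 cells, force-coupled to calcium signalling, were plated at 4000 cells/well with tetracycline and held overnight at 30 C. After no-wash calcium dye loading, compound-evoked calcium rise over 180 s flagged agonists.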
D2 agonist: HTS Assay for Allosteric Agonists of the Human D2 Dopamine Receptor: Primary Screen for Agonists. D(2) dopamine receptor (Homo sapiens), P14416. HEK293 T-REx D2 cells, calcium flux agonist mode. activation, % at 2 µM. 340,000 compounds, 0.53% hits. AID 485358, 2010;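 active = activation over 3 SD above normal in the single-dose calcium agonist read, cut at about 30% in these data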; note: 0% is about no effect
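In this primary screen, compounds producing a positive calcium signal within 180 s of addition to tetracycline-induced, force-coupled HEK293 Trex D2 cells are flagged; cells are dye-loaded with a no-wash calcium kit beforehand.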
D2 PAM: HTS Assay for Positive Allosteric Modulators of the Human D2 Dopamine Receptor: Primary Screen for Potentiators; HEK293 T-REx D2, calcium flux, EC20 dopamine potentiation; potentiation, % at 10 µM; 340,000 compounds, 0.34% hits;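 active = potentiation over 3 SD above the plate norm, cut at about 30% in these data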; note: 0% is about no effect
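Calcium flux readout, no-wash dye, 1 read/s. Inducible HEK293 Trex D2 line, overnight 30 C. Compound alone 180 s (agonist flags), then EC20 dopamine, another 180 s to score potentiation.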
D1 PAM: Potentiators of Human D1 Dopamine Receptor: qHTS | D(1A) dopamine receptor (Homo sapiens), P21728 | HEK293 TREx D1 cells, calcium flux, dopamine EC20 potentiation | potentiation, % at 10 µM | 360,000 compounds, 0.036% hits; in the data active = potentiation above about 30%; note: 0% is about no effect
D1 antagonist: Antagonist of Human D 1 Dopamine Receptor: qHTS; activity change, negative = inhibition, % at 10 µM; 360,000 compounds, 3.2% hits; HEK293 TREx D1 cells, calcium flux, dopamine EC80; stronger effect = lower value; in the data active = activity change below about -30%; note: % is set by controls: 0 for no effect and ±100 for the full control effect
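Allosteric or orthosteric antagonism assessed as attenuation of the calcium response to EC80 dopamine, added 180 s after compound, in induced HEK293 Trex D1 cells loaded with no-wash calcium dye.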
RXFP1 agonist: qHTS Assay for Agonists of the Relaxin Receptor RXFP1; HEK293T-RXFP1 cAMP TR-FRET, 30 min; response scale: percent of porcine relaxin response, buffer zero; Potency, µM (doses to about 57.5 µM), inactives show at the top dose activation, usual class: activators; 370,000 compounds, 0.3% hits; active = well fitted activation curve with a large enough effect; inconclusive = small, poorly fitted or top-dose-only effect; note: potency is the fitted concentration of half-maximal effect; % is set by controls: 0 for no effect and ±100 for the full control effect; nearly all actives have a fitted effect of over 60% in size; many of its hits are not listed in these tables
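HEK293 cells stably expressing RXFP1, treated 30 min at 37C with compounds plus PDE4 inhibitor Ro 20174; cAMP measured by HTRF TR-FRET. Normalized to buffer and 29 nM porcine relaxin; EC50 by Hill fit.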
Starred values were filed as active, the others as inactive; ? = inconclusive; nt = not tested or not shown. The list is partial. The share of hits here may be higher or lower than overall.

SMILES	RXFP1 antag	D2 antag	TRHR PAM	D1 ag	D2 agonist	D2 PAM	D1 PAM	D1 antagonist	RXFP1 agonist
CCOC(=O)Cc1csc(N/N=C/c2ccccc2)n1	-13.7	nt	5.7	2.2	nt	23.3	0.8	-2.9	-0.1%
CSc1ccccc1C(=O)Nc1ccc2c(c1)CCC2	-22.1	4.7	1.2	1.4	0.8	-6.8	2.4	-3.3	-0.8%
CCn1cc(C(=O)NN)c(=O)c2cc(F)c(N3CCCCC3)cc21	-3.9	5.3	-17.2	1.5	-0.1	0.2	-2.6	0.5	5.5%
CCN1C(N(C)C)=NC[C@@H]1Cc1ccccc1	nt	-3.9	-0.4	1.0	0.4	1.3	3.6	1.2	0.5%
COc1ccc(F)cc1S(=O)(=O)NCC(c1ccco1)S(=O)(=O)c1cccs1 (stereo not drawn)	10.2	nt	-6.7	3.5	3.8	-4.5	-1.4	nt	1.8%
CC(C)CC(=O)/C(=C\c1ccc(Cl)cc1Cl)n1cncn1	?	-7.6	-1.9	-1.1	2.7	-3.2	-5.5	-11.0	0.2%
COc1ccc2c(c1OC)C(=O)N1c3ccccc3C(=O)N(c3ccccc3F)C21 (stereo not drawn)	0.0	-5.5	-11.0	0.3	-0.2	-14.7	0.1	-0.8	-1.5%
Cc1cccc(OC(C)C(=O)N(Cc2cccs2)C2CCS(=O)(=O)C2)c1C (stereo not drawn)	-4.1	18.0	-3.3	0.3	0.6	24.1	-1.6	15.3	-2.1%
CC(=O)Nc1ccc(S(=O)(=O)Nc2ccccn2)cc1	10.9	-8.4	-0.3	0.5	-0.2	24.2	2.5	1.4	-0.8%
CC1CCCC(C)N1C(=O)COC(=O)CSc1ccc([N+](=O)[O-])cc1 (stereo not drawn)	12.4	7.1	-2.9	10.4	0.7	0.5	-4.9	-25.5	1.1%
CCN(CC)C(=O)c1cc(C(C)(C)C)c(O)c(C(C)(C)C)c1	-33.7	-4.7	-2.0	3.0	-0.6	0.1	7.3	5.7	0.3%
CCNc1ccc(S(=O)(=O)N(C)C)cc1NCC(=O)Nc1ccccc1F	-3.0	-6.7	4.9	-0.6	0.4	13.3	-2.3	-3.7	-0.9%
Cc1oc(-c2cc(F)ccc2F)nc1CN1CCC(C(=O)N2CCOCC2)CC1	0.9	-3.9	1.4	1.7	0.2	-2.9	-3.5	3.5	3.1%
Cc1sc2nc(C3CC3)nc(N3CCN(C(=O)c4ccc(Cl)cc4)CC3)c2c1C	-8.1	9.6	-6.4	2.5	-0.1	2.6	-0.9	3.3	-1.0%
CC(C)C1Nc2ccc(S(N)(=O)=O)cc2C2C=CCC21 (stereo not drawn)	3.3	15.7	-2.5	2.8	0.5	1.9	-3.3	-6.0	-0.7%

Random excerpt: 3 records from the list, in no set order.
SMILES	RXFP1 antag	D2 antag	TRHR PAM	D1 ag	D2 agonist	D2 PAM	D1 PAM	D1 antagonist	RXFP1 agonist
COc1ccc2c(c1OC)C(=O)N1c3ccccc3C(=O)N(c3ccccc3F)C21 (stereo not drawn)	0.0	-5.5	-11.0	0.3	-0.2	-14.7	0.1	-0.8	-1.5%
COc1ccc(F)cc1S(=O)(=O)NCC(c1ccco1)S(=O)(=O)c1cccs1 (stereo not drawn)	10.2	nt	-6.7	3.5	3.8	-4.5	-1.4	nt	1.8%
CC(C)CC(=O)/C(=C\c1ccc(Cl)cc1Cl)n1cncn1	?	-7.6	-1.9	-1.1	2.7	-3.2	-5.5	-11.0	0.2%

The list goes on.
SMILES	RXFP1 antag	D2 antag	TRHR PAM	D1 ag	D2 agonist	D2 PAM	D1 PAM	D1 antagonist	RXFP1 agonist
CCCC(=O)NCC(c1ccc2c(c1)OCO2)N1CCN(c2ccc(F)cc2)CC1 (stereo not drawn)	-9.9	nt	0.2	-0.5	-0.8	-12.9	-0.8	-27.2	-0.8%
CCCNc1nc(OC(C(F)(F)F)C(F)(F)F)nc(OC(C(F)(F)F)C(F)(F)F)n1	-24.3	4.7	6.4	1.4	0.0	3.9	-2.0	3.2	-1.0%
CCN(CC)S(=O)(=O)c1ccc(C(=O)NC2CC(=O)N(c3ccc4c(c3)OCCO4)C2)cc1 (stereo not drawn)	nt	nt	0.3	-1.6	0.6	6.2	2.8	nt	-0.8%
COc1ccc(N2C(=O)CS(=O)(=O)C23C(=O)N(Cc2c(F)cccc2Cl)c2ccccc23)cc1 (stereo not drawn)	nt	nt	-10.8	4.9	-0.7	-3.5	-2.2	-11.5	-2.2%
Cc1ccc(N=Cc2c(O)n(-c3nccs3)c(=O)c3ccccc23)cc1	0.9	-5.0	4.6	2.0	-1.8	8.3	0.8	-1.6	-0.8%
O=C(Nc1cccc(S(=O)(=O)N2CCCCCC2)c1)c1cc(=O)c2ccccc2o1	-7.3	-6.5	-5.2	3.5	0.1	5.6	-3.5	-22.4	5.7%
O=C(Nc1ccc(CN2CCS(=O)(=O)CC2)cc1)c1ccc(Cl)cc1	-21.3	-2.8	5.2	2.6	-0.4	15.2	0.4	-12.1	0.0%
N#C/C(=C\c1ccccc1Cl)C(=O)Nc1ccccn1	-0.3	15.1	1.2	-0.2	-2.8	-1.7	0.9	8.2	11.4%
Cc1ccccc1CSc1ccc2nnc(-c3ccccn3)n2n1	-9.6	0.8	-3.1	0.0	-0.8	2.8	8.0	0.2	?
O=C(Nc1cccc(O)c1)c1ccc(Br)cc1	41.8	19.0	7.2	2.4	-0.3	-4.5	-6.2	2.6	0.4%
O=S(=O)(Nc1nccs1)c1ccc(F)cc1	-0.7	-7.6	-8.6	2.3	-0.1	16.2	-0.9	-5.8	-0.6%
CC(C)CNC(=O)CCCc1ccccc1	-4.6	nt	2.5	1.8	nt	nt	-1.4	-1.6	0.3%
CCC1CCCCN1S(=O)(=O)c1ccc([N+](=O)[O-])cc1 (stereo not drawn)	13.3	-14.1	-4.7	1.7	1.4	3.3	1.8	-15.5	2.6%
O=C(NC1CCSC1=O)c1cccc(Cl)c1 (stereo not drawn)	-0.8	9.6	1.3	1.6	1.2	-3.8	0.7	5.9	-1.2%
CC1(C)C(=O)Nc2ccccc2N1C(=O)COC(=O)C1CCCCC1	4.1	-8.6	-0.5	1.2	0.9	0.1	-1.4	nt	4.2%
O=C(CSc1ncnc2ccccc12)Nc1cc(S(=O)(=O)N2CCCCC2)ccc1Cl	1.2	-4.3	-3.4	4.7	0.2	3.7	-2.9	16.2	15.8µM*
Cc1cccc(N(CC(=O)NCCSCc2ccco2)S(=O)(=O)c2ccccc2)c1	-3.6	-24.7	3.9	2.9	1.5	-5.1	-5.4	-16.6	3.0%
O=C(Cc1ccccc1)Nc1ccccc1N1CCOCC1	-3.0	16.7	-7.9	3.2	0.5	18.5	-7.8	-1.0	-1.2%
Cc1ccc(Cl)cc1N1CCN(C2CCCCC2NS(=O)(=O)c2ccccc2)CC1 (stereo not drawn)	2.3	-1.8	-1.6	0.6	-0.4	-8.3	0.2	-0.7	-2.5%
O=C(NCc1nnc(SCC(=O)N2CCCc3ccccc32)o1)c1ccco1	-7.7	-1.7	-1.9	3.7	0.9	10.0	-1.7	12.0	1.2%
Cc1cc(C)c(S(=O)(=O)N2CCOC2CNC(=O)C(=O)NCCCN2CCCC2=O)c(C)c1 (stereo not drawn)	-15.8	1.7	-3.2	2.0	0.2	3.2	-6.1	-2.7	1.5%
COc1cccc(-c2ccc(NC(=O)C3CCCN(CCCn4nc(C)cc4C)C3)cc2)c1 (stereo not drawn)	-31.5	-11.6	-3.1	41.5*	0.1	-6.5	-6.7	-20.9	-0.9%
COc1ccccc1NS(=O)(=O)c1ccc2ccccc2c1	-0.5	9.0	13.0	-1.3	-0.4	-6.2	5.2	-6.9	0.4%
CC(=O)Nc1ccc(NCC(O)COc2ccccc2)cc1 (stereo not drawn)	-7.1	nt	0.9	0.0	nt	15.9	-2.5	12.8	-5.3%
CCCC1=C(C(=O)OCC)C(c2ccccc2OC)NC(=O)N1 (stereo not drawn)	4.4	-2.5	-1.9	0.2	-0.7	1.3	-3.8	-18.5	-0.6%
CCCCn1c(SCC(=O)c2ccc3c(c2)OCCO3)nnc1-c1ccco1	1.5	-4.9	-1.3	7.8	-0.4	6.6	-3.1	0.9	3.5%
Cc1noc(NS(=O)(=O)c2ccc(NC(=O)CC34CC5CC(CC(Br)(C5)C3)C4)cc2)c1C	2.9	1.1	-6.1	3.2	0.6	2.5	1.1	-3.1	1.0%
COc1ccc(C(C(=O)NC2CCCC2)N(Cc2ccccc2)C(=O)CNC(=O)c2ccco2)cc1 (stereo not drawn)	13.5	-6.0	1.1	0.4	-1.6	-1.1	-4.0	-7.1	0.3%
COc1ccc(NC(=O)c2cccc(-c3ccc(O)cc3)c2)cn1	3.7	-3.0	2.3	14.5	-0.9	-15.6	-5.8	3.0	1.3%
S=c1nc(-c2ccccc2)n(CCCN2CCOCC2)c2c1CCCC2	-0.2	-2.2	-1.3	3.7	0.4	-4.2	-1.9	-4.6	3.2%
O=S(=O)(NCC1CCCO1)c1ccc(Cl)c(C(F)(F)F)c1 (stereo not drawn)	4.1	5.8	13.5	-0.9	-0.1	-1.8	-1.0	8.0	-1.1%
O=C(N/N=C/c1ccccc1C(=O)O)c1cc(-c2ccc3c4c(cccc24)CC3)n[nH]1	-65.2*	-3.4	-3.4	0.7	-0.2	-2.1	-1.9	1.4	0.2%
O=C(O)CSc1nnc(C2CC2)n1-c1ccccc1	0.9	-21.6	5.3	2.7	-0.9	-4.5	-1.8	-0.8	-1.0%
C/C(N)=C(/C#N)C(=O)CSc1nc2cc(Cl)ccc2s1	-9.2	-10.5	-0.3	5.5	0.2	0.2	-3.0	-25.1	-0.6%
Cc1cccc(NC(=O)/C(C#N)=C/c2ccc(F)cc2)n1	9.2	-10.8	-4.0	1.4	-0.6	-10.8	3.6	2.5	4.1%
Cc1oc(CSCC2CCCO2)cc1C(=O)O (stereo not drawn)	-6.3	5.1	3.1	5.5	nt	0.2	0.1	8.6	0.5%

Full records from above. Screens in order: RXFP1 antag	D2 antag	TRHR PAM	D1 ag	D2 agonist	D2 PAM	D1 PAM	D1 antagonist	RXFP1 agonist
CC(=O)Nc1ccc(S(=O)(=O)Nc2ccccn2)cc1 is listed with 10.9	-8.4	-0.3	0.5	-0.2	24.2	2.5	1.4	-0.8%
CCOC(=O)Cc1csc(N/N=C/c2ccccc2)n1 is listed with -13.7	nt	5.7	2.2	nt	23.3	0.8	-2.9	-0.1%
